# HIV fusion peptide: cell-free HIV fusion peptide-binding blockers – biochemical, uHTS, fluorescence dequenching, primary screen (AID 1986); cell-free peptide binding, fluorescence dequenching, 30 min; higher % means a stronger effect; inhibition, % at 20 µM; hits with a dose series show IC50 in µM; hit rate 0.3% among 290,000; in the data active = inhibition mostly above about 52%, no sharp cut-off; inactive = mostly below about 76%; note: some results filed as inactive read as strong as hits
# SIAH1 antagonists: Siah-1 peptide-binding antagonists, primary screen, biochemical, fluorescence polarization, rhodamine-plectin, uHTS (AID 1817). Siah-1 / rhodamine-plectin peptide fluorescence polarization; higher % means a stronger effect. one-dose displacement, % at 20 µM; IC50 in µM for titrated hits. hit rate 0.02% among 290,000;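 active = displacement of at least 50% at 20 µM, with a fluorescence ratio check between 0.3 and a set limit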;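 note: plate controls were Siah plus tracer with DMSO for no effect and tracer alone without Siah for full effect; strong numbers were not always called active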
# MgcRacGAP inhibition: MgcRacGAP GTPase-activating activity inhibitors, confirmation, biochemical, ADP Hunter fluorescence; hit rate 0.6% among 340,000; MgcRacGAP-stimulated Rac1 GTP hydrolysis, ADP Hunter fluorescence; higher % means a stronger effect; GST-tagged Rac1 F28L mutant substrate; inhibition, % at 30 µM; hits with a dose series show IC50 in µM; AID 624330;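 active = first-screen hits whose inhibition reached a set limit at any dose in the follow-up dose series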;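 note: fluorescence reports GDP produced by GAP-driven GTP hydrolysis; strong numbers were not always called active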
# Myeloid diff 2: compounds promoting myeloid differentiation | ER-HoxA9 myeloid progenitors, lysozyme-GFP differentiation, flow cytometry | calls only at 10 µM | hit rate 1% among 360,000;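 active = normalized GFP-positive differentiation at or above the plate's own cutoff, the solvent-only control mean plus 3 SD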;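 note: cells exposed to compound for four days before flow analysis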
# Salmonella PhoP GFP: inhibitors of PhoP regulon expression, primary screen, Salmonella Typhimurium, GFP reporter (AID 1863); hit rate 0.16% among 300,000; inhibition, % at 50 µM, or IC50 in µM where a hit was titrated; S. Typhimurium PhoP-regulated promoter GFP reporter, 4 h; higher % means a stronger effect;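 active = inhibition over 29.93%, a cutoff 3 SD above the screen mean, later confirmed by dose response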;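 note: 0% = low Mg2+ inducing control and 100% = high Mg2+ repressing control; strong numbers were not always called active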
# LYP phosphatase: PTPN22 lymphoid phosphatase activity blockers – biochemical, fluorescence intensity, uHTS (AID 1779) | recombinant LYP phosphatase, fluorescence intensity; higher % means a stronger effect | one-dose inhibition, % at 11.5 µM; IC50 in µM for titrated hits | hit rate 0.054% among 290,000; in the data active = inhibition above about 50%;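 note: plate controls were vehicle with enzyme for no effect and no enzyme for full effect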
# NTR1 agonist: NTR1-driven beta-arrestin-GFP spot formation – imaging, U2OS cells, high content, primary screen (AID 493036); activation, % at 20 µM; P30989; hit rate 0.17% among 330,000; agonist mode;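 active = activation at or above 40% of the spot to cytoplasm intensity ratio, with at least 20 cells analyzed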;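 note: 0% = DMSO without peptide and 100% = 100 nM NTR1 peptide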
# Target sequence (P30989 whole entry, looked up): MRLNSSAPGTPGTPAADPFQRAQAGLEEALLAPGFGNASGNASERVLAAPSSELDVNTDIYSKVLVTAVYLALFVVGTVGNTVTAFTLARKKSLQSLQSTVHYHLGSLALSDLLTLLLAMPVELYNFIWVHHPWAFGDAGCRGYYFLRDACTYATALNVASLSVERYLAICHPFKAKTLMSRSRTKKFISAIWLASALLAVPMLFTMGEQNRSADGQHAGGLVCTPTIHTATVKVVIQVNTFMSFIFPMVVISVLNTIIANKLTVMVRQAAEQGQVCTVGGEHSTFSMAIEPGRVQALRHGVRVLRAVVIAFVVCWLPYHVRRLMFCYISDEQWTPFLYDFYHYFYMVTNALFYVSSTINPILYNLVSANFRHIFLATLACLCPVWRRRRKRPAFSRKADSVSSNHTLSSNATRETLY
# GPR35 antagonists: inhibition of zaprinast-stimulated GPR35 beta-arrestin translocation – imaging, U2OS, beta-arrestin-GFP, zaprinast agonist, primary screen (AID 2058) | hit rate 0.052% among 290,000 | inhibition, % at 10 µM, or IC50 in µM where a hit was titrated | U2OS GPR35 beta-arrestin-GFP translocation imaging, zaprinast antagonism; higher % means a stronger effect;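 active = inhibition of at least 50% with at least 30 cells and total cytoplasm GFP at most 10,000,000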
# GPR55 LPI antagonism: GPR55 antagonists blocking LPI-driven arrestin recruitment, primary screen, imaging, U2OS, beta-arrestin-GFP, LPI agonist (AID 2013). U2OS GPR55 beta-arrestin-GFP translocation imaging, LPI antagonism; higher % means a stronger effect. one-dose inhibition, % at 10 µM; IC50 in µM for titrated hits. hit rate 0.13% among 290,000;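 active = spots per cell inhibited over 60%, with over 100 cells counted and total cytoplasm intensity under 500,000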;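 note: U2OS cells stably carrying GPR55 and arrestin-GFP stimulated by 5 µM LPI near EC80; imaged beta-arrestin-GFP aggregate spots per cell after agonist stimulation; plate controls were LPI-stimulated DMSO wells for no effect and DMSO wells without LPI for full effect; some results filed as inactive read as strong as hits; confirmed hits need IC50 under 10 µM and bright autofluorescent wells are also inconclusive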
# NTR1 agonist cell count 20 µM: second read-out of NTR1 agonist, no call of its own (marks repeat the call); cell count; measured here: cell count, cytotoxicity flag
# Myeloid diff 2 GFP+ MAC1+ %: also measured in Myeloid diff 2; calls as there; GFP+ MAC1+ double positive, %; measured here: differentiation confirmed by MAC1 staining
# An asterisk follows results filed as active; i = inactive; . = no result given; & = joins results of further samples. The order is random (roughly 2.4% active in at least one column).
# Preview (six entries):
Structure,HIV fusion peptide,SIAH1 antagonists,MgcRacGAP inhibition,Myeloid diff 2,Myeloid diff 2 GFP+ MAC1+ %,Salmonella PhoP GFP,LYP phosphatase,NTR1 agonist,NTR1 agonist cell count 20 µM,GPR35 antagonists,GPR55 LPI antagonism
O=C(C[C@H]1C(=O)N(C2CCCCC2)C[C@@H]1Cc1ccccc1)Nc1ccccc1,2.6%,0%,6%,i,1.7,2%,-8%,5.6,92,2%,-6%
COc1ccc(/C=N\Nc2ccccc2[N+](=O)[O-])c(C(=O)O)c1OC,-4.6%,8%,1%,i,0.3,-3%,5%,0.0,50,18%,12%
O=C(CSC1=Nc2ccccc2C2=NC(CC(=O)N3CCN(c4ccccc4)CC3)C(=O)N12)NCC1CCCO1 (configuration not stated),6.8%,-3%,3%,i,1.2,4%,-9%,-2.0,94,-2%,6%
CNC(=O)CSc1nc(N)c2c3c(sc2n1)CCC3,-3.4%,7%,-5%,i,0.8,12%,-2%,1.8,42,-1%,-19%
Cc1ccc(OCC(=O)NCc2ccc3c(c2)OCO3)c([N+](=O)[O-])n1,-0.3%,2%,7%,i,0.3,17%,-8%,-0.3,49,-5%,2%
CCOc1ccc2ccccc2c1C(=O)N[C@@H]1C(=O)N2[C@@H]1SC(C)(C)[C@@H]2C(=O)O,14%,12%,1%&1%,i,3.2&1.6,-10%&-3%,1%,0.8&1.9,56&71,-5%,12%

# All compounds of this part, from the first entry:
Structure,HIV fusion peptide,SIAH1 antagonists,MgcRacGAP inhibition,Myeloid diff 2,Myeloid diff 2 GFP+ MAC1+ %,Salmonella PhoP GFP,LYP phosphatase,NTR1 agonist,NTR1 agonist cell count 20 µM,GPR35 antagonists,GPR55 LPI antagonism
O=C(C[C@H]1C(=O)N(C2CCCCC2)C[C@@H]1Cc1ccccc1)Nc1ccccc1,2.6%,0%,6%,i,1.7,2%,-8%,5.6,92,2%,-6%
COc1ccc(/C=N\Nc2ccccc2[N+](=O)[O-])c(C(=O)O)c1OC,-4.6%,8%,1%,i,0.3,-3%,5%,0.0,50,18%,12%
O=C(CSC1=Nc2ccccc2C2=NC(CC(=O)N3CCN(c4ccccc4)CC3)C(=O)N12)NCC1CCCO1 (configuration not stated),6.8%,-3%,3%,i,1.2,4%,-9%,-2.0,94,-2%,6%
CNC(=O)CSc1nc(N)c2c3c(sc2n1)CCC3,-3.4%,7%,-5%,i,0.8,12%,-2%,1.8,42,-1%,-19%
Cc1ccc(OCC(=O)NCc2ccc3c(c2)OCO3)c([N+](=O)[O-])n1,-0.3%,2%,7%,i,0.3,17%,-8%,-0.3,49,-5%,2%
CCOc1ccc2ccccc2c1C(=O)N[C@@H]1C(=O)N2[C@@H]1SC(C)(C)[C@@H]2C(=O)O,14%,12%,1%&1%,i,3.2&1.6,-10%&-3%,1%,0.8&1.9,56&71,-5%,12%
O=C(N/N=C/c1ccccc1)c1cc(-c2ccc3c(c2)OCO3)n[nH]1,-1.5%,12%,14%,i,0.7,5%,4%,-1.3,83,2%,6%
COc1ccc(S(=O)(=O)N2CCCCCC2)cc1C(=O)N(C)CC(=O)Nc1ccc(F)cc1,.,.,-2%,i,1.0,-8%,.,1.3,52,.,.
COc1ccc(N2C(=O)C3C(C2=O)C3(c2ccccc2)c2ccccc2)cc1 (configuration not stated),0.4%,2%,-1%,i,0.5,1%,-2%,3.5,57,-10%,-4%
O=C(NC1CCCCCCC1)c1ccco1,-0.6%,-1%,0%,i,12,12%,-7%,1.0,67,7%,1%
COC(=O)c1ccc(OCC(O)CN2CCN(C(=O)c3ccco3)CC2)cc1 (configuration not stated),-2.3%,3%,31%,i,0.2,7%,-8%,0.0,92,-6%,4%
Cc1ccc(Cl)cc1N(C)C(=O)Cn1ncc2c([nH]c3ccccc32)c1=O,-2.6%,0%,9%,i,1.6,-10%,-6%,1.9,67,15%,0%
O=C(c1ccc(Br)cc1)N1CCCc2ccccc21,-2.8%,8%,9%,i,0.6,5%,-5%,1.3,39,7%,2%
CC(CCc1ccccc1)NC(=O)c1ccc(NC(=O)c2ccc(Cl)cc2Cl)cc1 (configuration not stated),-0.6%,0%,7%,i,0.1,3%,-5%,5.3,71,-13%,5%
COc1cc(Cl)ccc1OCc1cc(C(=O)NC2CCc3ccccc32)no1 (configuration not stated),-1.6%,-1%,7%,i,0.8,9%,-4%,1.7,53,-11%,6%
CCOC(=O)c1c(CSc2ccc(C)cc2)n(C)c2cc(Br)c(O)c(CN(C)C)c12,-1.1%,0%,18%,i,1.0,5%,1%,26,28,7%,25%
C=CCn1nnnc1SCC(=O)Nc1ccc(OC)cc1,0.5%,-4%,7%,i,1.0,-3%,-3%,0.5,51,1%,-20%
COC(=O)C1=C(C)Nc2c(c(=O)n(C)c(=O)n2C)C1c1ccncc1 (configuration not stated),-4.1%,-3%,6%,i,0.3,-10%,-4%,-0.3,49,-2%,2%
C=CCN(c1ccccc1)S(=O)(=O)c1cc(C(=O)NC2=NCCS2)ccc1Cl,0.9%,5%,4%,i,0.6,-9%,9%,1.2,50,0%,12%
Fc1ccc(-c2cc(-c3ccccc3)nc(-n3cccn3)n2)cc1,-1.2%,12%,8%,i,0.4,-4%,0%,3.7,81,-8%,6%
COC(=O)/C=c1\sc2ncnn2c1=O,2.7%,-1%,18%,i,0.5,0%,-3%,-0.6,33,16%,5%
COc1ccccc1-c1nnc(SCC(=O)Nc2ccc(N3CCOCC3)cc2)n1C,.,.,6%,i,0.3,3%,.,-0.4,50,.,.
Cc1ccc(S(=O)(=O)Nc2cccc(-n3cnnn3)c2)cc1,-0.8%,12%,8%,i,0.7,-1%,-11%,0.2,62,0%,-5%
O=C(NC1CCCCC1)c1sc(N2CCOCC2)nc1-c1ccccc1,-0.8%,-1%,9%,i,0.4,1%,-3%,2.1,63,12%,-10%
CC1(c2ccccc2)CC(C)(C)N(C(N)=O)c2ccccc21 (configuration not stated),-0.7%,-2%,10%,i,2.4,2%,-6%,0.8,59,-8%,2%
O=C(CCS(=O)(=O)c1ccc(Cl)cc1)Nc1nc(-c2cccnc2)cs1,1.0%,10%,3%,.,.,-6%,-15%,-1.1,66,0%,-7%
COCCNC(=O)CN1CCN(C(c2ccccc2)c2ccccc2)CC1,1.3%,4%,26%,i,7.1,-5%,-3%,0.9,49,2%,-9%
Cc1cc(C2=NNC(=NCc3ccccc3)SC2)c(C)n1-c1c(C)n(C)n(-c2ccccc2)c1=O,4.9%,5%,10%,i,0.2,18%,0%,.,.,2%,1%
CCOc1ccc(CCNC(=O)c2ccc(C)c(N3CCCC3=O)c2)cc1OCC,0.5%,-2%,12%,i,0.2,0%,-5%,-1.2,80,0%,6%
NS(=O)(=O)c1ccc(CCNC(=O)CSc2ccc3ccccc3c2)cc1,2.6%,0%,6%,i,0.0,-3%,0%,0.3,51,-16%,-3%

# The listing continues:
Structure,HIV fusion peptide,SIAH1 antagonists,MgcRacGAP inhibition,Myeloid diff 2,Myeloid diff 2 GFP+ MAC1+ %,Salmonella PhoP GFP,LYP phosphatase,NTR1 agonist,NTR1 agonist cell count 20 µM,GPR35 antagonists,GPR55 LPI antagonism
Cc1nnc(SCC(=O)N2CCCCCC2)n(N)c1=O,-1.9%,-6%,-4%,i,0.8,0%,-4%,-0.6,51,9%,6%
O=C(N(c1ccccn1)c1ccccn1)C12CC3CC(CC(C3)C1)C2,-0.9%,0%,6%,i,1.0,1%,0%,1.2,53,-6%,-19%
CCCC(=O)Nc1ccc(C(=O)NCc2ccccc2Cl)cc1,3.7%,-1%,9%,i,0.1,-3%,-5%,-0.4,43,-7%,-2%
O=C(c1cc2ccccn2n1)N1CCN(Cc2ccccc2)CC1,1.5%,0%,7%,i,2.9,0%,-8%,-0.4,99,5%,14%
CC(C)(C)C(=O)Nc1ccc(C(=O)N/N=C/C2CC3C=CC2C3)cc1 (configuration not stated),-0.7%,-6%,8%,i,0.1,-7%,-7%,-1.5,70,-10%,-4%
COc1ccc(C(C(=O)NC(C)(C)C)N(CC2CCCO2)C(=O)CCC(=O)Nc2cc(C)on2)cc1 (configuration not stated),-0.1%,-5%,6%,i,0.7,-3%,-12%,-1.0,47,11%,-6%
O=C(NNc1ccc(F)cc1F)C1CCC1,-1.0%,4%,10%,i,0.4,-11%,-5%,0.5,49,-12%,0%
COCCn1c(SCC(=O)N2CCCC2=O)nc2sc(C)c(C)c2c1=O,.,.,14%,i,0.5,-1%,.,0.0,49,.,.
O=C(O)c1ccc2c(c1)-c1nc3ccccc3n1C2=O,0.1%,0%,3%,i,0.6,-4%,-2%,-1.8,105,6%,6%
CCC1(c2ccc(F)cc2)NC(=O)N(CC(=O)Nc2cccc(S(=O)(=O)N3CCCCC3)c2)C1=O (configuration not stated),.,.,6%,i,1.0,5%,.,3.6,62,.,.
CC(C)NC(=O)c1ccc2c(c1)N(CC(=O)N1CCCC1)C(=O)C(C)(C)O2,-0.6%,-6%,6%,i,0.4,2%,-8%,-0.6,61,-5%,3%
COc1ccc(N=C2SC(C(=O)O)CC(=O)N2Cc2ccc(OC)c(OC)c2)cc1 (configuration not stated),1.2%,-1%,6%,i,1.4,-7%,-12%,-1.3,81,5%,-1%
CCOc1ccc(C(=O)NC(=S)N2CCN(c3ccc(C(F)(F)F)cc3[N+](=O)[O-])CC2)cc1,-3.6%,-3%,13%,i,0.9,14%,-4%,1.4,36,-3%,-2%
CSc1cccc(NC(=O)COc2ccccc2C)c1,-1.0%,8%,6%,i,0.8,-2%,5%,3.2,17,1%,10%
COc1cc(CN2CCC(C(=O)NCCC(C)C)CC2)ccc1OCc1ccccc1,-0.4%,5%,27%,i,0.2,0%,-6%,3.4,36,16%,5%
CSc1ccc(/C=C/C(=O)OCC(=O)NC(C)C)cc1,-0.6%,2%,.,i,0.2,2%,-6%,0.2,82,2%,0%
CN(C)S(=O)(=O)Oc1cccc(C(=O)Nc2ccc(Cl)cc2)c1,2.8%,-3%,8%,i,0.3,22%,-7%,1.6,86,-11%,-24%
O=C(C1=C[C@@H](C2CCCCC2)C[C@@H](OCCCCO)O1)N1CCOCC1,0.0%,14%,11%,i,0.5,-17%,-4%,-0.8,71,-6%,-4%

# Screening data deposited in PubChem by several laboratories.
